High-throughput results deposited in PubChem by National Center for Advancing Translational Sciences (NCATS).
BLM helicase inh = Bloom syndrome helicase (human) inhibition | P54132 | recombinant BLM DNA unwinding, fluorescence dequenching | Potency, µM (top dose mostly 56.1 µM), for the others: at the highest dose activity change, negative = inhibition, actives largely listed as inhibitors | 350,000 compounds, 0.2% hits | AID 2528;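 note: potency is the fitted concentration of half-maximal effect; plate controls were vehicle for no effect and no enzyme for full effect; nearly all actives have a fitted effect of over 35% in size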
POLH inh = inhibitors of human DNA polymerase eta | Q9Y253 | recombinant Pol eta, fluorescent DNA replication assay | Potency, µM (titrated, usually from 114 µM), for the others: at the top dose activity change, negative = inhibition, hits mostly inhibitors | 390,000 compounds, 1.2% hits; note: potency is the fitted concentration of half-maximal effect; % is set by controls: 0 for no effect and ±100 for the full control effect
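Pol eta at 10 nM preincubated with compounds 15 min at room temperature; reaction started with fluorescent substrate (50 nM final) and read kinetically at 0 and 10 min.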
RXFP1 antagonist = RXFP1 (human) relaxin receptor antagonism; activity change, negative = inhibition, % at 57.5 µM; AID 1259400; 350,000 compounds, 0.59% hits; HEK293-RXFP1, relaxin-stimulated cAMP HTRF, 30 min; hits give low values;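 active = activity change of -60% or lower, but not beyond a set lower limit; inconclusive = change between -60% and -40%, or beyond the set limit; inactive = change above -40%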; note: % is set by controls: 0 for no effect and ±100 for the full control effect
Anesthetic bind = candidate novel general anesthetic via apoferritin binding. apoferritin/1-aminoanthracene competitive binding, fluorescence. P02791. AID 485281. Potency, µM (highest dose often 77.5 µM), inactives show at the top dose activity change, negative = displacement, hits mostly inhibitors. 350,000 compounds, 0.074% hits; note: potency is the fitted concentration of half-maximal effect; % is set by controls: 0 for no effect and ±100 for the full control effect; nearly all actives have a fitted effect of over 20% in size
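10 uM apoferritin + 50% sat. 1-AMA, PBS; cpd 10 min RT; Ex380/Em535 endpoint; normalized to free probe vs complex; 4-param Hill fit; propofol titration as pos. ctrl.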
APEX1 inh = blocks human APE1 abasic DNA cleavage; P27695; recombinant APE1, TAMRA/BHQ-2 abasic DNA cleavage fluorescence; Potency, µM (series often up to 65.8 µM), for the others: top-dose activity change, negative = inhibition, actives largely listed as inhibitors; 350,000 compounds, 0.35% hits;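 note: potency is the fitted concentration of half-maximal effect; plate controls were vehicle for no effect and reference inhibitor for full effect; nearly all actives have a fitted effect of over 55% in size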
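Incision of a quenched TAMRA/BHQ-2 THF abasic-site duplex (50 nM) by 0.75 nM APE1, after 15 min compound preincubation, measured as fluorescence increase over three 60 s reads. Values normalized to buffer, DMSO and NSC13755 control wells.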
POLB inh = inhibitors of human DNA polymerase beta | P06746 | Potency, µM (top dose mostly 114 µM), inactives show top-dose activity change, negative = inhibition, most hits filed as inhibitors | Pol beta primer extension/strand displacement, fluorescence kinetic | 340,000 compounds, 1.3% hits; note: potency is the fitted concentration of half-maximal effect; % is set by controls: 0 for no effect and ±100 for the full control effect
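Kinetic readout of DNA synthesis with strand displacement by Pol beta. Compound and 10 nM enzyme sit 15 min at room temperature; 50 nM substrate starts the reaction, read immediately and at 10 min.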
POLI inh = inhibitors of human DNA polymerase iota. Pol iota fluorescent replication assay, 10 min. 390,000 compounds, 1% hits. Potency, µM (top dose mostly 115 µM), inactives show at the top dose activity, negative = inhibition, most hits filed as inhibitors. Q9UNA4. AID 588590; note: potency is the fitted concentration of half-maximal effect
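Pol iota at 10 nM preincubated 15 min with compounds at room temperature; reaction started with fluorescent substrate, 50 nM final. Fluorescence read kinetically at 0 and 10 min; buffer-only wells as negative control.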
Pol kappa inh = inhibitors of human DNA polymerase kappa. Q9UBT6. AID 588579. 400,000 compounds, 0.53% hits. Potency, µM (series often up to 107 µM), without a hit: top-dose activity, negative = inhibition, actives largely listed as inhibitors. purified Pol kappa, fluorescent DNA synthesis assay, 10 min; note: potency is the fitted concentration of half-maximal effect; % is set by controls: 0 for no effect and ±100 for the full control effect
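Fluorescent qHTS in 1536-well format: enzyme (10 nM) and compound sat 15 min at room temperature before 50 nM substrate (final) was added. Signal taken at 0 and 10 min; no-enzyme buffer wells were negative controls.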
Tb PGK inh = T. brucei PGK inhibition. AID 602233. 380,000 compounds, 0.043% hits. PGK/GAPDH coupled, Kinase-Glo luminescence, 60 min. P07378. Potency, µM (doses to about 57.5 µM), without a hit: top-dose activity change, negative = inhibition, most hits filed as inhibitors; note: potency is the fitted concentration of half-maximal effect; % is set by controls: 0 for no effect and ±100 for the full control effect; nearly all actives have a fitted effect of over 60% in size
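Luminescent ATP detection (Kinase-Glo Plus) follows a 60-minute room-temperature incubation, with wells lacking PGK as controls. Buffer: 100 mM TEA (pH 7.6), 5 mM MgCl2, 0.01% Tween-20. Coupling enzyme GAPDH (100 nM final) supplies unstable 1,3-BPG in-well.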
The depositor's hits bear a star; i = inactive; u = inconclusive; x = no result given; [ ] = dose if it differs, or a comment. Unless noted, calls come from the whole dose curve; as a rule, active = well fitted curve in the direction sought with a large enough effect; inconclusive = small, poorly fitted or top-dose-only effect, or another doubt; inactive = no such curve, though single readings can be large; an effect the other way counts as inactive or inconclusive. Only part of the results is shown; the hit share may differ from the screen's.

1	CCN1CCN(C(=O)C2CCC(CNS(=O)(=O)c3ccc(NC(C)=O)cc3)CC2)CC1 (stereo not given)
2	COc1cc(C2Oc3ccccc3C=C2[N+](=O)[O-])cc(OC)c1OC (stereo not given)
3	COCC1CCN(C(=O)c2cc(COc3ccc(OC)c4ccccc34)on2)C1 (stereo not given)
4	Cc1ccccc1NC(=O)c1nn(C)c2c1CS(=O)(=O)c1ccccc1-2
5	O=c1oc2ccccc2c(NC(c2ccccc2)c2ccccc2)c1[N+](=O)[O-]
6	CC(C)(C)[C@H]1C=C(C(N)=O)O[C@@H](OCc2ccc(CO)cc2)C1
7	Cc1cc2cc(CNC(=O)CCC(=O)O)ccc2[nH]1
8	CCOc1ccccc1/C=N/NC(=O)CNC(=O)COc1ccccc1
Assay by compound	1	2	3	4	5	6	7	8
BLM helicase inh	2%	0%	x	-1%	-3%	0%	0%	-2%
POLH inh	-7%	8%	-14%	-10%	-3%	-3%	0%	-5%
RXFP1 antagonist	-9	u	0	8	9	x	-3	-6
Anesthetic bind	-3%	1%	x	-10%	-15%	-5%	-7%	u
APEX1 inh	20%	-4%	x	56%[activator]	18%	8%	0%	-9%
POLB inh	15%	4%	x	-6%	31%	48%	0%	0%
POLI inh	u	u	56%[activator]	13%	-11%	-15%	17%	68%[activator]
Pol kappa inh	-9%	7%	-6%	9%	-22%	5%	-2%	-9%
Tb PGK inh	-6%	-5%	5%	i	-3%	0%	-10%	-7%

9	CCOC(=O)/C(=C/c1ccc(Cl)cc1)NC(=O)c1ccco1
10	Cc1ccc(/C=C/C(=O)NC(=S)N2CCN(C)CC2)cc1
11	CN(C)CC(=O)Nc1cc(C(F)(F)F)ccc1Cl
12	COc1cc2c(c(OC)c1OC)-c1ccc(OC)c(=O)cc1C(N)CC2 (stereo not given)
13	COc1cccc(NC(=O)Nc2ccc3nsnc3c2)c1
14	O=C(CC1Oc2ccccc2NC1=O)NCc1ccccc1 (stereo not given)
15	COc1ccccc1CCNC(=O)c1ccc(C)o1
16	CCOC(=O)C(=O)/C(=C\N(C)C)c1onc(-c2c(F)cccc2Cl)c1C(=O)OC
Assay by compound	9	10	11	12	13	14	15	16
BLM helicase inh	2%	-4%	5%	x	-9%	2%	1%	0%
POLH inh	-14%	-9%	-5%	-1%	-16%	-5%	-12%	-26%
RXFP1 antagonist	0	1	-20	-5	16	x	3	-6
Anesthetic bind	-9%	4%	32%[activator]	x	3%	-17%	-9%	-8%
APEX1 inh	2%	16%	0%	x	-4%	-2%	-2%	-11%
POLB inh	1%	29%	-2%	x	-16%	34%	20%	6%
POLI inh	1%	-3%	-1%	-3%	38%[activator]	4%	-8%[58.9 µM]	13%
Pol kappa inh	1%	-7%	3%	-15%	-21%	1%	9%	0%
Tb PGK inh	-4%	-9%	i	-4%	x	-1%	-7%	3%

17	CN(/C(=N\S(=O)(=O)c1ccccc1)c1ccccc1)c1ccc(O)cc1
18	Cc1cc([N+](=O)[O-])nn1CCCC(=O)Nc1cc(Oc2ccc(F)cc2)cc([N+](=O)[O-])c1
19	COc1ccc(-c2csc(NC(=S)NC(=O)c3cccs3)n2)cc1Br
20	O=C(NCCC1=CCCCC1)C(=O)NCC(c1ccco1)N1CCN(c2ccccc2F)CC1 (stereo not given)
21	COC(=O)c1ccc(NS(=O)(=O)NC(=O)c2cn(C)c3ccccc23)cc1
22	c1ccc2c(N3CCCCCC3)nc(-c3ccncc3)nc2c1
23	CSCC[C@H](NC(=O)C1CCN(S(=O)(=O)c2ccc(C)cc2C)CC1)c1nc2ccccc2[nH]1
24	CN(C)S(=O)(=O)c1cccc(-c2nn(-c3ccccc3)cc2/C=C(\C#N)c2nc3ccccc3[nH]2)c1
Assay by compound	17	18	19	20	21	22	23	24
BLM helicase inh	-12%	-8%	-11%	1%	1%	2%	x	-1%
POLH inh	-13%	-13%	-8%	-1%	-11%	-15%	-21%	-18%
RXFP1 antagonist	2	x	-13	x	-3	u	-14	5
Anesthetic bind	-9%	-10%	0%	-3%	1%	u	x	2%
APEX1 inh	4%	-1%	4%	0%	42%	-5%	16%	3%
POLB inh	2%	-11%	0%	-22%	35%	-15%	x	-11%
POLI inh	20%	16%	99%[activator]	19%	-8%	7%	-1%	30%
Pol kappa inh	-1%	-5%	-6%	0%	7%	-12%	-2%	-19%
Tb PGK inh	9%	10%	5%	-7%	-1%	-3%	i	-5%

25	N#C/C=C(/c1ccc(F)cc1)N1CCOCC1
26	COc1ccc(C(c2oc(CO)cc(=O)c2O)c2oc(CO)cc(=O)c2O)cc1OC
27	O=C(COc1ccc(S(=O)(=O)N2CCOCC2)cc1)NCc1ccccc1
28	CCOC(=O)c1nnc(-c2ccc(C)cc2)nc1Sc1cccc(Cl)c1
29	Cc1ccc(NC(=O)CCS(=O)(=O)c2ccc3c(c2)NC(=O)C(C)S3)nc1 (stereo not given)
30	CC(=O)OC[C@H]1O[C@@H](Sc2cccc3cccnc23)[C@H](OC(C)=O)[C@@H](OC(C)=O)[C@@H]1OC(C)=O
31	COc1cc(NC(=O)CCn2c(-c3ccccc3)cc(C(C)=O)c2C)cc(OC)c1
32	Cc1ccc(C(=O)NCCCc2ccccc2)c(C)c1
Assay by compound	25	26	27	28	29	30	31	32
BLM helicase inh	-5%	-6%	-2%	6%	1%	2%	-4%	-5%
POLH inh	0%	-3%	-8%	-12%	6%	-4%	-19%	-1%
RXFP1 antagonist	-1	-1	-16	-6	8	-10	-31	1
Anesthetic bind	-5%	1%	-4%	-2%	-5%	-3%	2%	-23%
APEX1 inh	-3%	8%	-12%	-8%	6%	0%	x	u
POLB inh	6%	17%	4%	2%	42%	59%	-11%	30%
POLI inh	40%	u	8%	9%	-11%	4%	4%	72%[activator]
Pol kappa inh	-3%	-13%	-1%	5%	0%	-6%	-10%[60.1 µM]	8%
Tb PGK inh	-7%	0%	1%	i	-11%	-6%	-2%	i

Three entries from above in a different format:
(28) CCOC(=O)c1nnc(-c2ccc(C)cc2)nc1Sc1cccc(Cl)c1
  BLM helicase inh: 6% | POLH inh: -12% | RXFP1 antagonist: -6 | Anesthetic bind: -2% | APEX1 inh: -8% | POLB inh: 2% | POLI inh: 9% | Pol kappa inh: 5% | Tb PGK inh: i

(27) O=C(COc1ccc(S(=O)(=O)N2CCOCC2)cc1)NCc1ccccc1
  BLM helicase inh: -2% | POLH inh: -8% | RXFP1 antagonist: -16 | Anesthetic bind: -4% | APEX1 inh: -12% | POLB inh: 4% | POLI inh: 8% | Pol kappa inh: -1% | Tb PGK inh: 1%

(29) Cc1ccc(NC(=O)CCS(=O)(=O)c2ccc3c(c2)NC(=O)C(C)S3)nc1 (stereo not given)
  BLM helicase inh: 1% | POLH inh: 6% | RXFP1 antagonist: 8 | Anesthetic bind: -5% | APEX1 inh: 6% | POLB inh: 42% | POLI inh: -11% | Pol kappa inh: 0% | Tb PGK inh: -11%

Next structures follow.
33	Cc1oc(-c2cccc(Cl)c2)nc1CN1CCC(C(=O)NCC2CCCO2)CC1 (stereo not given)
34	CC(=O)Nc1ccc(S(=O)(=O)NNC(=O)CCc2ccccc2)cc1
35	COC(=O)c1ccc(NC(=O)CN2CCN(c3ccccc3)CC2)cc1
36	CN1CCN(C(=O)/C(=C/c2cccs2)NC(=O)c2ccco2)CC1
37	O=C(CSc1n[nH]c(C2CCCC2)n1)NC1CCCC1
38	CC1(C)Cc2c(sc3ncnc(N)c23)CO1
39	Cc1cc(=O)n2nc(N3CCC(C(=O)Nc4ccc(Br)cc4F)CC3)sc2n1
40	C=C1C(=O)OC2C1C(OC(=O)C(C)=CC)CC(=C)C1C(O)C3OC3(C)C21O (stereo not given)
Assay by compound	33	34	35	36	37	38	39	40
BLM helicase inh	1%	-1%	0%	-5%	-2%	-1%	-3%	x
POLH inh	-4%	-11%	-22%	-7%	-6%	6%	-15%	u
RXFP1 antagonist	-10	8	0	9	1	-7	x	-8
Anesthetic bind	-11%	0%	-11%	-6%	-7%	-7%	-4%	x
APEX1 inh	0%	71%[activator]	-1%	2%	-2%	-3%	x	x
POLB inh	1%	33%	-1%	-23%	-1%	-8%	0%	x
POLI inh	4%	-1%	40%[activator]	12%	-3%	x	49%[activator]	u
Pol kappa inh	-7%	10%	-13%	-6%	-4%	-3%	-20%	-12%
Tb PGK inh	i	-11%	-1%	-15%	-6%	i	-5%	-5%

41	Cc1ccc(CNS(=O)(=O)c2ccc3c(c2)CC(C)N3C(=O)C2CCC2)cc1 (stereo not given)
42	C=CCNC1=C(Cl)C(=O)c2ccccc2C1=O
43	CC(C)(O)CN(C(=O)c1ccccc1)C1CCCCC1
44	Cc1sc2ncnc(NCC(c3ccco3)N3CCCC3)c2c1C (stereo not given)
45	COc1cccc(-c2ccc(SCc3ccccn3)nn2)c1
46	O=C(O)CCNC(=O)/C(=C\c1ccco1)NC(=O)c1ccco1
47	O=C(NCc1ccc2c(c1)OCO2)c1cccs1
Assay by compound	41	42	43	44	45	46	47
BLM helicase inh	2%	-4%	x	-8%	-1%	-7%	3%
POLH inh	-8%	-10%	-17%	-10%	13%	-19%	-9%
RXFP1 antagonist	-6	12	-11	-24	-20	-2	-8
Anesthetic bind	22%	-13%	x	-15%	-21%	4%	u
APEX1 inh	x	-3%	x	-4%	u	-15%	-1%
POLB inh	-21%	3%	x	15%	21%	-11%	2%
POLI inh	8%	-1%	3%	-3%	92%[activator]	47%[activator]	9%
Pol kappa inh	1%	-13%	-11%	-9%	-13%	-10%	2%
Tb PGK inh	-10%	-4%	-5%	i	-14%	i	-2%
